S-ASM inh: human S-ASM enzyme inhibition; 0.006% of 340,000 active; placental ASM, HMU-PC fluorogenic substrate, 60 min; Potency, µM (doses to about 57.5 µM), for inactives: at the top dose activity change, negative = inhibition, hits mostly inhibitors; P17405; also: potency is read from the fitted curve at half-maximal effect
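Steps: dispense placental human ASM, pin compound, wait 10 min at room temperature, add HMU-PC0 substrate at 9 uM final, incubate 60 min at 37 °C, add stop solution raising pH to 10, read fluorescence.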
Menin-MLL TR inh: displaces Texas Red mutant MLL peptide from human menin; Menin + Texas Red MLL mutant peptide, fluorescence polarization; AID 1768; 0.23% of 270,000 active; O00255; Potency, µM (doses to about 61.6 µM), without a hit: at the top dose FP activity change, negative = inhibition, usual class: inhibitors; active = well fitted inhibition curve with a large enough effect in the polarisation, with a control signal flat, not every such curve was filed as active; inconclusive = small, poorly fitted or top-dose-only effect, or effect the other way, or a change in a side signal; inactive = no such curve, though single readings can be large or run the other way; the % refers to the polarisation; also: potency is read from the fitted curve at half-maximal effect; % of control where 0% means no effect; many of its hits are not listed in these tables
PTAP TSG101 blk: blocks PTAP/TSG101 interaction to inhibit HIV-1 budding; 340,000 tested, under 10 active; AID 493005; Fluorescence polarization, FITC-PTAP peptide / Tsg101 binding; Potency, µM (highest dose often 115 µM), without a hit: top-dose activity change, negative = inhibition, hits mostly inhibitors; Q99816; active = well fitted inhibition curve with a large enough effect in the main read-out, with a control signal flat, not every such curve was filed as active; inconclusive = small, poorly fitted or top-dose-only effect, or effect the other way, or a change in a side signal; inactive = no such curve, though single readings can be large or run the other way; also: potency is read from the fitted curve at half-maximal effect; % of control where 0% means no effect
Target sequence (Q99816 whole entry, looked up): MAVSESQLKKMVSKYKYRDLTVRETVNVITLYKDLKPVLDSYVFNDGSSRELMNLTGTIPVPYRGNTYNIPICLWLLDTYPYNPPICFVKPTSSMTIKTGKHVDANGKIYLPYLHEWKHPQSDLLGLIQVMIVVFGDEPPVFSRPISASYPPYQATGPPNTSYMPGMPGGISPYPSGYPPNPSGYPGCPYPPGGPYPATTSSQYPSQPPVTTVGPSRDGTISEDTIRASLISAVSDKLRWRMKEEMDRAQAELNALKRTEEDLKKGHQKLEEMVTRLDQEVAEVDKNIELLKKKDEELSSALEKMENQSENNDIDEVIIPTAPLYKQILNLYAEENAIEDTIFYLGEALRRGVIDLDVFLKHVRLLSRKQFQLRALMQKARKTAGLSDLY
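Steps: Tsg101 binding domain dispensed (10 uM final), compounds pinned in DMSO, FITC-labeled PTAP-motif peptide added (50 nM final); after 20 min binding at room temperature, polarization measured.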
TSHR antagonist: human thyrotropin receptor antagonism; TSHR-expressing cells, TSH-stimulated cAMP HTRF, 2 h; stronger effect = lower value; activity change, negative = inhibition, % at 11.5 µM; 0.2% of 330,000 active; AID 504810;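 active = activity change below a set negative limit, meaning inhibition stronger than a set level, cut at about -70% in these data; inconclusive = activity change between two set negative limits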; also: % is scaled to controls: 0 for no effect and ±100 for the full control effect
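TSHR-expressing cells, 200/well, pre-treated with compound, then stimulated with EC80 TSH (4nM final) for 2 hours at 37 deg C. cAMP measured by competitive HTRF: anti-cAMP cryptate antibody in lysis buffer plus cAMP-d2, read after 30 minutes at room temperature.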
TCR act: activators of T cell receptors; 330,000 tested, under 10 active; primary human leukocytes, anti-CD3, IL-2 HTRF, 48 h; AID 504894; Potency, µM (top dose mostly 9.22 µM), without a hit: at the highest dose activation of IL-2 secretion, most hits filed as activators; also: % of control where 0% means no effect
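Primary human leukocytes were stimulated with a-CD3 beads plus compounds for 48 hr without co-stimulation; secreted IL-2 was quantified by HTRF using a-IL-2-K (europium cryptate) and a-IL-2-d2, excited at 320nm with acceptor emission read at 665nm.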
MLL CXXC-DNA inh: blocks binding of human MLL CXXC domain to DNA | Q03164 | Potency, µM (doses to about 115 µM), for inactives: at the top dose activity change, negative = inhibition, usual class: inhibitors | MLL-CXXC / FITC-HOXA9 DNA fluorescence polarization | 0.037% of 290,000 active; active = well fitted inhibition curve with a large enough effect in the polarisation, with a control signal flat, not every such curve was filed as active; inconclusive = small, poorly fitted or top-dose-only effect, or effect the other way, or a change in a side signal; inactive = no such curve, though single readings can be large or run the other way; the % refers to the polarisation; also: potency is read from the fitted curve at half-maximal effect
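Fluorescence polarization: 7 uM MLL-CXXC (stock) preincubated 5 min with compounds, then 50 nM fluorescein-HOX-A9 DNA (stock) added; 30 min ambient. Buffer 50 mM Tris-HCl pH 7.5, 50 mM NaCl, 1 mM DTT, 0.05% BSA.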
a7 integrin act: integrin-mediated muscular dystrophy alleviation activation; Potency, µM (doses to about 38.3 µM), without a hit: at the highest dose activation, usual class: activators; 0.064% of 350,000 active; alpha7betagal myoblasts, beta-gal FDG fluorescence, 48 h;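 also: potency is read from the fitted curve at half-maximal effect; 100% = response of the positive control SU9516; nearly all actives have a fitted effect of over 60% in size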
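Alpha7betagal+/- myoblasts (passage 13) were plated 16-24 hr, then exposed to compounds (1:260 dilution of DMSO stock) for 48 hours at 37C. After MPER lysis, β-galactosidase reporter activity was read as FDG fluorescence (ex 480/em 540) after 30 minutes.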
AT treatment: potential ataxia-telangiectasia treatment; […] A-T fibroblasts, KAP-1 phosphorylation AlphaLISA; neocarzinostatin DNA damage 30 min before lysis; Potency, µM (series often up to 57.5 µM), inactives show at the highest dose activation, usual class: activators; 0.19% of 320,000 active; also: potency is read from the fitted curve at half-maximal effect; % of control where 0% means no effect; nearly all actives have a fitted effect of over 45% in size
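ATM-like activity read as KAP-1 phosphorylation via AlphaLISA donor/acceptor antibody pairs after lysis and 6 hr at 25C. Cells were ATM-null patient fibroblasts ([…], hTERT), dosed 60 min, then exposed to the DSB inducer NCS for 30 min.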
MBNL1 CUG block: inhibitors of human MBNL1 binding to CUG repeat RNA. TR-FRET MBNL1-His/biotin-(CUG)12 binding, 665/545 ratio. Potency, µM (titrated, usually from 57.5 µM), inactives show at the top dose activity change, negative = inhibition, most hits filed as inhibitors. 0.036% of 280,000 active. AID 2675; active = well fitted inhibition curve with a large enough effect in the signal ratio, with a control signal flat, not every such curve was filed as active; inconclusive = small, poorly fitted or top-dose-only effect, or effect the other way, or a change in a side signal; inactive = no such curve, though single readings can be large or run the other way; the % refers to the signal ratio; also: potency is read from the fitted curve at half-maximal effect; % is scaled to controls: 0 for no effect and ±100 for the full control effect
Target sequence (Q9NR56 whole entry, looked up): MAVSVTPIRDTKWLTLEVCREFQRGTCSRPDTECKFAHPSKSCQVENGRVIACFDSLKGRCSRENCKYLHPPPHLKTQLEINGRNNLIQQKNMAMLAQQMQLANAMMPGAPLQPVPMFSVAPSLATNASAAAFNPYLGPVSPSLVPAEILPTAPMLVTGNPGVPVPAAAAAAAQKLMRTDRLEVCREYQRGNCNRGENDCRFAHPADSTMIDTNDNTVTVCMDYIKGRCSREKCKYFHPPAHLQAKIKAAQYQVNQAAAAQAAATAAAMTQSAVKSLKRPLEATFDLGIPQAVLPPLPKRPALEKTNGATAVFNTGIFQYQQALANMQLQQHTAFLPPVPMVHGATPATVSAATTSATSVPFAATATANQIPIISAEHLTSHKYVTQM
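MBNL1-His + Biotin-(CUG)12, cpd titration 92 nM–58 uM; Tb anti-His Ab 0.055 ng/ul, SA-XL665 5 nM (final); 60 min RT; ratiometric 665/545 nm, Ex 340 nm; normalized to buffer and full-complex controls.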
Mito fusion act: inhibitors of mitochondrial division or activators of mitochondrial fusion; Potency, µM (titrated, usually from 46.1 µM), inactives show at the highest dose growth rescue (activation), actives largely listed as activators; S. cerevisiae fusion-defective mutant growth rescue, CellTiterGlo 48 h; 0.23% of 320,000 active;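 also: potency is read from the fitted curve at half-maximal effect; % of control where 0% means no effect; nearly all actives have a fitted effect of over 45% in size; temperature-sensitive fusion mutants such as fzo1-1 at 37 °C on non-fermentable ethanol glycerol medium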
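Read-out: ATP-based luminescence (CellTiterGlo, 10 min ambient) reporting growth of fusion-defective ts yeast after 48 hours at 37C on glycerol/ethanol YPEG medium in the presence of compound.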
* hit, by the source's call; ? = inconclusive; · = no result given; [ ] = remark or other dose. Unless noted, calls follow the shape of the dose curve; as a rule, active = well fitted curve in the direction sought with a large enough effect; inconclusive = small, poorly fitted or top-dose-only effect, or another doubt; inactive = no such curve, though single readings can be large; an effect the other way counts as inactive or inconclusive.

SMILES	S-ASM inh	Menin-MLL TR inh	PTAP TSG101 blk	TSHR antagonist	TCR act	MLL CXXC-DNA inh	a7 integrin act	AT treatment	MBNL1 CUG block	Mito fusion act
CC(C)(C)c1cc(CCC(=O)NNC(=O)c2ccco2)cc(C(C)(C)C)c1O	-5%	6%	-5%	14	1%[46.1 µM]	-7%	16%	-3%	-3%	23%
CCOc1ccccc1N1CC(C(=O)NC2CCCCCC2)CC1=O (stereo not drawn)	1%	·	-15%	28	-4%	·	8%	15%	·	·
COc1cccc(NC(=O)CSc2cccc[n+]2[O-])c1	3%	·	-8%	·	·	·	6%	14%	·	·
COc1cc(CNn2c(C)n[nH]c2=S)cc(Cl)c1OCc1ccccc1	-7%	23%	-9%	3	·	18%	-15%	0%	-1%	-3%
CCOC(=O)C1=C(COC(=O)/C=C/c2ccccc2Cl)NC(=O)NC1C (stereo not drawn)	-3%	·	-1%	-11	1%	-2%	-47%[inhibitor]	9%	17%	7%
O=C(Oc1ccc(Cl)c2cccnc12)c1ccco1	-1%	·	0%	21	-4%	-12%	-54%[inhibitor]	-3%	13%	0%
O[C@@H]1CN(C2CCCCC2)CC[C@H]1N1CCN(CCc2ccccc2)CC1	1%	-9%	-2%	1	-5%	-10%	-23%	9%	1%	-1%
Fc1cccc(Cl)c1CNC(c1ccccc1)c1ccccc1	-2%	·	-4%	18	-18%	-4%	-35%	32µM*	-14%	2%
CC(=O)n1cc(Nc2ccccc2C(=O)O)c2ccccc21	21%	0%	1%	-7	0%	-16%	18%	9%	-4%	-1%
CCCSCCCNC(=O)CN1C(=O)COc2ccc(S(=O)(=O)N3CCCC3)cc21	2%	1%	0%	4	1%	1%	-28%	5%	2%	3%
COc1ccc2cc(CCNS(=O)(=O)c3ccc(NC(C)=O)cc3)c(=O)[nH]c2c1	4%	-19%	-2%	5	3%	5%	18%	3%	-5%	-1%
c1ccc2c(c1)[nH]c1nc3nncn3nc12	0%	6%	-1%	-3	7%	5%	13%	7%	?	-1%
CCN(C(=O)COC(=O)c1cc(C)oc1C)c1c(N)n(Cc2ccccc2)c(=O)[nH]c1=O	5%	·	-6%	14	0%	·	10%	5%	·	-2%
O=C(Nc1cccnc1)Nc1ccccc1Cl	-4%	11%	-6%	7	0%	16%	-5%	2%	-2%	-2%
COCCn1c(SCC(=O)NC2CCCC2)nc2cccnc21	7%	11%	-3%	-9	-1%	8%	-1%	7%	-4%	11%
COc1cc(OC)c(C(=O)OCC(=O)c2ccc3c(c2)NC(=O)CO3)cc1OC	-2%	·	-6%	·	-3%	·	6%	13%	·	·
CC(=O)C1=C(O)CC(C)(C)CC1=NCCc1nc2ccccc2[nH]1	4%	2%	-1%	-1	·	6%	10%	-4%	-7%	-2%
CCCn1c(N)c(N(CCOC)C(=O)c2cccc(C(F)(F)F)c2)c(=O)[nH]c1=O	3%	-9%	-4%	7	-1%	3%	-2%	-6%	-5%	0%
O=C(CN1C(=O)COc2ccc(Cl)cc21)N1CCCCC1	-4%	6%	-2%	4	0%	4%	?	-1%	-3%	5%
CCOC(=O)C1CCN(C(=O)Cc2c(C(=O)O)[nH]c3ccccc23)CC1	2%	5%	0%	7	-9%	5%	22%	2%	-7%	3%
Cc1ccc(-c2n[nH]c(=O)c3ccccc23)cc1S(=O)(=O)NC(C)(C)C	-1%	1%	-8%	31	7%	11%	-2%	6%	-10%	-1%
Cc1ccc(NC(=O)CC2(CC(=O)O)CCCC2)cc1	3%	-15%	-1%	-8	-3%	-3%	0%	1%	-5%	10%
Cc1ccc2cc(C#N)c(SCC(=O)N3CCCC3)nc2c1	-3%	·	-3%	4	-3%	-7%	8%	-7%	25%	-10%
CC1(C)Cc2c(cnn2-c2cccc(F)c2)C(NC(=O)c2cc[n+]([O-])cc2)C1 (stereo not drawn)	-3%	1%	-5%	29	3%	34%[activator]	-37%	9%	0%	2%
CCCc1cc(=O)[nH]c(SCC(=O)NC2CCCCC2)n1	1%	-7%	-16%	-7	7%	4%	7%	3%	-3%	-9%
O=c1c2cn[nH]c2[nH]c(=S)n1-c1ccccc1Cl	2%	3%	-1%	-4	0%	4%	19%	0%	-2%	4%
COCC(C)n1c(C)cc(C(=O)COC(=O)CCc2nc3ccccc3c(=O)[nH]2)c1C (stereo not drawn)	-1%	-13%	-1%	4	-10%	6%	2%	11%	-2%	-2%
Cc1cccc(NC(=O)CN2C(=O)S/C(=C\c3ccc(-c4cccc(C(=O)O)c4C)o3)C2=O)c1	84%[activator]	14%	-2%	-19	1%	24%	?	-3%	4%	5%
CCCc1cc(=O)[nH]c2nnc(SCC(=O)Nc3nnc(CC)s3)n12	9%	·	-3%	19	2%	·	4%	-3%	·	-2%
COC(=O)CSc1nnc(-c2cnccn2)n1C	-2%	2%	-6%	-1	2%[46.1 µM]	-1%	-10%[7.66 µM]	-3%	-15%	-3%
O=C(NCc1ccc(F)cc1)c1cccnc1C(=O)O	6%	0%	-10%	-4	-3%	?	9%	-5%	6%	-8%
CCOc1cccc2sc(N(CCN(CC)CC)C(=O)c3cccc(N4C(=O)CCC4=O)c3)nc12	·	·	0%	-5	-10%	·	-7%	-6%	·	-3%
COc1ccc(N2CCN(C(=O)c3ccccc3N(C)S(=O)(=O)c3ccccc3)CC2)cc1	-2%	·	1%	?	-3%	-7%	9%	-9%	-5%	6%
Cc1c(C(=O)N2CCCCCC2)c(S(=O)(=O)Nc2ccc(F)cc2)c(C)n1C	5%	2%	-2%	0	10%	18%	19%	4%	-9%	9%
CC(C)NC(=O)C1CCN(Cc2cccc(Oc3ccccc3)c2)CC1	4%	-1%	-3%	0	-3%	2%	-5%	-10%	1%	-2%
Cc1ccc(CNC(=O)COC(=O)CCC(=O)c2cccs2)cc1	-2%	-12%	-2%	14	-7%	3%	15%	-6%	0%	-6%
Cc1sc(NC(=O)c2ccccc2)c(C#N)c1-c1ccccc1	-4%	29%	-1%	-31	-8%[46.1 µM]	10%	-2%	15%	·	0%
CC1C(=O)N2CCCc3cc(NC(=O)C(=O)NCCc4c[nH]c5ccccc45)cc1c32 (stereo not drawn)	-2%	·	1%	-11	-2%	·	-11%	·	·	7%
C=CCNC(=O)C1CC=CCC1C(=O)O (stereo not drawn)	2%	15%	-10%	-4	4%	10%	4%	2%	-2%	-1%
O=C(Nc1ccccc1)Nc1nc(-c2ccccc2)cs1	3%	·	-1%	-9	-21%	-7%	13%	0%	·	1%
CCC1(c2ccccc2)NC(=O)N(CC(=O)N2CC(=O)Nc3ccccc32)C1=O (stereo not drawn)	-1%	·	-6%	7	1%	·	22%	0%	·	-1%
CCC(C)[C@@H](N)C(=O)N/N=C/c1cccc2nccnc12 (stereo partly drawn)	2%	·	-1%	-3	8%	15%	-8%	-3%	·	-2%
O=C(CSc1nnc(Cc2cc(=O)[nH]c(=O)[nH]2)n1-c1ccc(F)cc1)NC1CCCC1	1%	-1%[11.7 µM]	-3%	2	-1%	-11%	-16%	7%	1%	0%
Cc1ccc2nc(Nc3ccc(F)cc3)c3nncn3c2c1	-2%	27%	-1%	-4	0%	10%	-26%	-17%	21%	?
Cc1onc(C(=O)Nc2ccccc2C(F)(F)F)c1[N+](=O)[O-]	5%	·	-3%	17	0%	2%	1%	0%	?	?
O=C(COc1ccccc1F)Nc1cc(S(=O)(=O)Nc2cccc(Cl)c2)ccc1O	0%	·	-1%	-35	3%	·	-7%	-1%	·	1%
Cc1noc(NS(=O)(=O)c2ccc(NC(=O)c3cc4ccccc4o3)cc2)c1C	8%	·	-2%	10	4%	·	0%	12%	·	·
CC(C)NC(=O)Cn1c(SCC(=O)N2CCCCCC2)nc2ccccc21	1%	-2%	-7%	30	-2%	12%	17%[7.66 µM]	-6%	-11%	9%
CCn1cc(Br)c(C(=O)Nc2cccc(SC)c2)n1	2%	4%	-2%	-7	-5%	2%	4%	-8%	3%	1%
COc1ccc(C)cc1S(=O)(=O)N(C)CC(N)=O	-4%	-15%	-1%	3	-44%	-1%	?	-1%	-13%	-3%

Not all compounds are listed; the hit share may differ from the screen's.
